# RSV CPE inhibition = inhibition of RSV-induced cytopathic effect – HEp-2 cells, primary 10 µM value included (AID 2391); HEp-2 cells, RSV-induced CPE inhibition; higher % means a stronger effect; CPE inhibition, % at 10 µM; hits with a dose series show IC50 in µM; actives 0.13% (n = 310,000); in the data active = a potency from the dose series; inconclusive = CPE inhibition mostly from about 23% at the one dose, without a potency; inactive = the rest, 99 in 100 with CPE inhibition below about 21%; also: strong numbers were not always called active
# NS5 inhibitors = Dengue-2 NS5 methyltransferase inhibitors, primary screen, biochemical, confirmation dose response (AID 588689). Dengue-2 NS5 methyltransferase capping enzyme assay, biochemical; higher % means a stronger effect. inhibition, % at 25 µM; hits with a dose series show IC50 in µM. actives 0.3% (n = 340,000); in the data active = a potency from the dose series; inconclusive = inhibition above about 29% without an active follow-up result
# West Nile antiviral = West Nile virus antiviral activity, cell-based, CPE readout (AID 1621); West Nile virus-infected cells, CPE inhibition; higher % means a stronger effect; one-dose CPE inhibition, % at 10 µM; IC50 in µM for titrated hits; actives 0.02% (n = 290,000); in the data active = a potency from the dose series; inconclusive = CPE inhibition mostly from about 3.7% at the one dose, without a potency; inactive = the rest, 99 in 100 with CPE inhibition below about 2.2%; also: strong numbers were not always called active
# Large T inhibition = SV40 large T antigen inhibitors, biochemical (AID 1903); inhibition, % at 20 µM; hits with a dose series show IC50 in µM; actives 0.39% (n = 310,000); SV40 large T antigen ATPase/helicase inhibition assay; higher % means a stronger effect; in the data active = a potency from the dose series; inconclusive = inhibition mostly from about 32% at the one dose, without a potency; inactive = the rest, 99 in 100 with inhibition below about 32%; also: strong numbers were not always called active
# CSM14.1 death rescue = rescue of cells from ER stress-induced death, primary screen, 384-well, CSM14.1, thapsigargin, ATP luminescence (AID 1222); 190,000 tested, under 10 active; CSM14.1 thapsigargin-induced death rescue, ATP luminescence; higher % means a stronger effect; one-dose cellular ATP content (survival), % at 20 µM; EC50 in µM for titrated hits;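 active = EC50 below 50 µM in the dose-response confirmation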;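 also: death triggered by thapsigargin at about 15 µM added after 2 h compound pretreatment; cell ATP read after overnight thapsigargin exposure of roughly 18 to 22 hours; normalized against plate controls of thapsigargin alone and 5% DMSO vehicle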
# WT yeast gro inh = growth inhibition of WT yeast, mitochondrial fusion screen; AID 1362; actives 2.1% (n = 190,000); mitochondrial fusion phenotypic screen, WT strain; inhibition, % at 10 µM; in the data active = inhibition above about 58%; tested in S. cerevisiae
# UTI89 phage lysis = protection from phage-mediated lysis, alamar blue read-out – E. coli UTI89, K1F phage, bacterial capsule biogenesis inhibitors (AID 488966); E. coli UTI89 K1F phage lysis, alamar blue, 2 h; higher % means a stronger effect; one-dose inhibition, % at 100 µM; IC50 in µM for titrated hits; actives 0.02% (n = 340,000);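 active = phage lysis inhibition, versus mean bacterial control, above a set limit; inconclusive = no clear call, values can overlap the other calls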;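 also: capsule biogenesis inhibitors block K1F phage lysis so surviving cells raise fluorescence; higher fluorescence means more inhibition of phage lysis; actives were called in the ten point dose series up to 300 µM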
# Yfh1-depleted yeast = enhancers of respiration in Yfh1-depleted yeast, dose response, Friedreich's ataxia, plus single-dose screen (AID 1465). S. cerevisiae Yfh1-off respiration, WST-1 reduction, 72 h; higher fold induction means a stronger effect. fold induction at 50 µM; hits with a dose series show EC50 in µM. actives 0.074% (n = 220,000);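 active = fold induction of absorbance versus untreated yeast above a set limit, then at least 30% activation at any dose in follow-up; inconclusive = repeats straddling the limit, or above it without dose testing; inactive = fold induction below the set limit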;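 also: activators that raise dye reduction in frataxin-depleted yeast; strong numbers were not always called active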
# XIAP displacement = small molecules displacing peptide from XIAP – biochemical, IAP family, fluorescence polarization (AID 1018); one-dose displacement, % at 20 µM; IC50 in µM for titrated hits; actives 0.007% (n = 200,000); XIAP BIR domain, fluorescence polarization peptide displacement; higher % means a stronger effect; in the data active = displacement above about 50%; also: a part of the inactive calls stands beside numbers as strong as those of hits
# WT yeast gro inh mutant strain = recorded beside WT yeast gro inh, whose call it bears; inhibition, %; mitochondrial fusion phenotypic screen, mutant strain inhibition
# NS5 inhibitors pilot replicate = also measured in NS5 inhibitors; calls as there; inhibition, %; measured here: pilot screen replicate inhibition
# Numbers without * were called inactive; i = inactive; ? = inconclusive; · = no result given; [ ] = remark or other dose. Compounds as they come. Share with any hit: about 2.2%.
SMILES,RSV CPE inhibition,NS5 inhibitors,West Nile antiviral,Large T inhibition,CSM14.1 death rescue,WT yeast gro inh,WT yeast gro inh mutant strain,UTI89 phage lysis,Yfh1-depleted yeast,XIAP displacement,others
O=C(CCCOc1ccccc1)NCCc1ccccc1,0.3%,·,-0.1%,3%,-1.3%,-1,1,·,i,0.4%,
CSCCC(NC(=O)c1ccccc1Cl)C(=O)N1CCC1 (stereo not drawn),-0.9%,-6%,·,6%,·,·,·,0.7%[50 µM],·,·,
CNC(=O)CSc1cn(CC(=O)N(C(C)C)C(C)C)c2ccccc12,0.6%,-6%,-1.1%,-4%,-5.2%,-11,-10,0.3%,i,-12%,
COc1cc2c(cc1OC)-c1cc(NC3CCCCC3)nc(=O)n1CC2,-1.1%,-1%,0.3%,3%,0.2%,-15,-2,0.1%,i,-5.4%,
O=C1c2ccccc2C(O)(c2ncc[nH]2)N1C1CCCCC1 (stereo not drawn),2.5%,-1%,0.0%,4%,-1.4%,9,14,0.1%,i,-3.2%,
O=C(COCc1cc(-c2ccc3c(c2)OCO3)on1)Nc1cccnc1,-2.1%,2%,-0.5%,6%,·,·,·,0.0%,·,·,
CCOC(=O)c1c(C)[nH]c(C)c1C(=O)COC(=O)/C=C/c1ccc(Cl)cc1,1.6%,-3%,0.0%,-4%,7.7%,74*,36*,0.4%[50 µM],i,-1.6%,
S=C(Nc1cccnc1)NC1CCCCCCC1,2.9%,0%,-0.7%,6%,0.3%,2,16,2.1%[50 µM],i,1.8%,
Fc1cccc(Cl)c1CNc1ccc(N2CCCC2)cc1,3.2%,36µM*,-0.2%,13%,0.5%,14,1,6.9%,i,1.5%,
Cc1cccc(NC(=O)c2cnc3n(c2=O)CCS3)c1,1.4%,-6%,-0.2%,4%,-1.4%,6,-2,4.4%,i,-2.9%,
CSc1ccc(CN2C(=O)NC3(CCCCCC3)C2=O)cc1,16%,-13%,-0.7%,8%,-0.8%,18,16,0.0%,i,-2.9%,
CSCC[C@H](NC(=O)NC1CCCC1)C(=O)O,-0.4%,-2%,0.2%,27%,·,·,·,0.1%,i,·,
CCOC(=O)c1nc2cc3n(c(C)c-2c1C)C(C)C(CC)=C3C (stereo not drawn),-1.1%,-5%,?,·,·,·,·,0.0%,i,·,
COC(=O)CN=Cc1c(O)n(-c2ccc(Cl)cn2)c(=O)c2ccccc12,0.6%,1%,-0.6%,9%,0.3%,-16,14,0.4%,i,-4.6%,
COc1cccc(-c2cc(C(=O)Nc3cccnc3)c3ccccc3n2)c1,5.7%,-1%,0.2%,-5%,·,·,·,-0.1%,·,·,
CN(C(=O)c1cc2n(n1)C(C(F)(F)F)CC(c1ccco1)N2)c1ccccc1 (stereo not drawn),-0.2%,2%,-0.1%,8%,-2.8%,-3,-14,1.1%,i,-7.4%,
CC(C)Nc1nc(NC(C)C)nc(N(C)C#N)n1,1.9%,-9%,0.3%,3%,-1.7%,9,18,0.1%,i,-25%,NS5 inhibitors pilot replicate=-5.8
O=C(c1cccnc1)N1CCc2ccccc2C1,-0.7%,3%,0.2%,4%,-0.7%,-3,6,3.1%,i,-4.2%,
COc1ccc(N(C(=O)Cc2cccs2)C2C=CS(=O)(=O)C2)cc1 (stereo not drawn),5.0%,-8%,0.2%,7%,·,-3,3,0.0%,i,-12%,
CN(c1ccccc1)c1cc(Br)nc(Br)c1,-0.2%,-11%,·,9%,·,·,·,0.4%,·,·,
CC(C)(C)NC(=O)C(=O)NNC(=O)c1cccc(Br)c1,0.9%,-10%,0.3%,3%,-11%,3,-2,0.1%,i,-8.1%,
COc1ccc(S(=O)(=O)NCc2nc3nc(C)cc(C)n3n2)cc1OC,1.4%,-6%,0.2%,0%,·,·,·,6.1%,·,·,
O=C(CSc1nc(-c2ccccc2Cl)ns1)NCc1ccco1,0.5%,-2%,-0.4%,15%,-0.9%,25,30,-1.2%,i,-3.4%,
Cc1ccc(S(C)(=O)=NC(=O)NC(=O)c2c(F)cccc2Cl)cc1 (stereo not drawn),0.9%,5%,0.0%,6%,·,·,·,0.9%,i,·,
CSCCC(C(=O)N1CC2(C)CC1CC(C)(C)C2)N1C(=O)c2ccccc2C1=O (stereo not drawn),1.5%,-6%,0.0%,7%,-0.8%,-2,-9,3.2%,i,-4.1%,
O=C(Nc1ccccn1)[C@@H]1CCC(=O)N1C(=O)OCc1ccccc1,3.0%,2%,0.3%,5%,-1.7%,7,3,2.7%,i,-5.0%,
O=C(c1c(F)cccc1F)N1CCCC(c2nc(-c3ccc(F)cc3)no2)C1 (stereo not drawn),3.6%,6%,-1.8%,1%,·,·,·,0.0%,·,·,
Cc1nnc(SCc2cccc(Cl)c2)n(N)c1=O,0.9%,5%,-0.4%,1%,-1.0%,-3,-6,1.0%,i,-3.4%,
Cc1nc2ncnn2c(C)c1CCC(=O)NCCC1=CCCCC1,4.1%,-8%,0.1%,6%,-0.5%,12,43,-4.3%,i,0.7%,
CN(C(=O)COC(=O)c1ccccc1C(=O)N(C)c1ccccc1)c1ccccc1,2.3%,1%,0.1%,18%,·,·,·,0.1%,·,·,
O=S(=O)(c1ccccc1)N(CC(O)COc1ccccc1)c1ccccc1 (stereo not drawn),1.4%,-1%,-1.6%,6%,·,·,·,-0.7%[50 µM],i,·,
N=C1S/C(=C\c2ccco2)C(=O)N1c1nccs1,?,3%,1.3%,?,8.8%,72,72,-0.4%,i,-12%,
CC(C)Oc1ccc(C(CC(=O)O)NC(=O)Cc2ccccc2)cc1 (stereo not drawn),4.9%,-10%,0.8%,20%,·,·,·,0.1%,·,·,
CC(C)COP(=O)(c1ccc(N(C)C)cc1)C(Nc1ccccc1)c1ccccc1 (stereo not drawn),6.2%,13%,-0.9%,0%,0.8%,23,7,2.7%,i,-1.6%,
CCOc1ccc(-n2c(SCC(=O)c3c(N)n(C)c(=O)n(C)c3=O)nnc2-c2cccnc2)cc1,0.5%,27%,0.4%,-2%,0.0%,5,16,0.8%,i,-3.6%,
O=c1oc2ccccc2c(O)c1CN1CCCCC1,1.6%,7%,0.7%,12%,-2.7%,0,-2,-0.8%,i,-1.7%,NS5 inhibitors pilot replicate=1.5
CC(C)(C)c1cc(-c2ccccc2)no1,0.3%,-3%,0.2%,21%,·,·,·,0.7%,i,·,
COc1ccc(-c2nn(-c3ccccc3)cc2CNC(C)Cn2cncn2)c(F)c1 (stereo not drawn),0.6%,-4%,-0.4%,3%,-0.1%,-6,-2,0.3%,i,-12%,
CC(C)(c1ccccc1)c1ccc(OCC(O)CN2CCCC2)cc1 (stereo not drawn),0.2%,-9%,-1.9%,8%,·,·,·,0.4%,·,·,
COc1ccc(NC(=O)N2CCC(C(=O)c3ccc4c(c3)OCCO4)CC2)cc1,5.0%,-6%,-0.1%,5%,·,·,·,-0.7%,·,·,
O=C(O)Cn1nnc(-c2cccs2)n1,-0.7%,-10%,·,6%,-1.8%,17,5,-0.5%,·,0.9%,
CCC(=O)NC(=S)Nc1ccc(NC(=O)COc2ccccc2)cc1,-1.0%,-9%,0.9%,0%,0.6%,0,4,1.1%,i,-4.1%,
Cc1c(C)c(C)c(S(=O)(=O)Nc2ccc3[nH]c(=O)[nH]c3c2)c(C)c1C,0.2%,2%,0.2%,5%,·,·,·,0.0%,·,·,
Cc1c(Br)c([N+](=O)[O-])nn1CCCC(=O)Nc1sc2c(c1C(N)=O)CCC(C)C2 (stereo not drawn),3.5%,5%,-1.1%,4%,-2.2%,10,12,1.1%[50 µM],i,-11%,
COc1ccc(CNC(=O)CN(C(=O)CCC(=O)Nc2ccccn2)c2ccc3c(c2)OCO3)cc1,0.5%,-5%,0.0%,5%,·,·,·,-0.2%,·,·,
O=C1CCCN1c1ccc(S(=O)(=O)Oc2ccc(Cl)cc2)cc1[N+](=O)[O-],-1.4%,0%,-0.7%,6%,-1.7%,7,-1,0.3%,i,-2.9%,
O=C(O)COc1ccccc1/C=N/NC(=O)CSc1nnc(SCc2ccc(Cl)cc2)s1,-0.4%,0%,0.3%,16%,·,·,·,-0.4%,i,·,
CCn1c(COc2ccccc2C)nnc1SCC(=O)Nc1ccc2c(c1)OCCO2,·,-7%,0.3%,4%,4.5%,-2,-1,0.8%,i,-8.2%,
O=C(NCCCn1ccnc1)C(=O)NCC1OCCCN1S(=O)(=O)c1ccc(F)cc1 (stereo not drawn),0.8%,-2%,0.4%,5%,·,-7,3,-0.1%,i,-3.7%,
COc1ccccc1N1CCN(C(=O)C2CC=CCC2C(=O)O)CC1 (stereo not drawn),-0.6%,6%,0.1%,-2%,0.6%,1,-1,-0.1%,i,-1.0%,
Cc1cc(C(=O)N/N=C/c2ccccn2)n[nH]1,1.8%,1%,0.4%,6%,2.6%,2,5,0.4%,i,-0.2%,
Cc1cc(NCCCN2CCOCC2)n2c(nc3ccccc32)c1C#N,-0.4%,-3%,0.1%,12%,2.6%,3,3,0.1%,i,-14%,
Cc1nc2c(C)cccn2c(=O)c1NC(=O)c1ccc2c(c1)OCO2,-0.9%,-7%,·,22%,·,·,·,0.9%[50 µM],·,·,
O=C(CN(C(=O)c1csnn1)c1ccccc1Cl)NC1CCCC1,1.5%,-6%,0.0%,25%,·,·,·,0.4%,·,·,
COc1cc(C=O)ccc1OCCOc1ccccc1[N+](=O)[O-],5.6%,-4%,0.3%,15%,3.2%,9,3,1.5%,i,0.4%,
Cc1cc(NS(=O)(=O)c2ccc(NC(=O)C3CCCCC3)cc2)no1,0.2%,-3%,0.8%,-1%,·,·,·,0.2%,·,·,
COc1cc(/C=N/NC(=O)c2cccc(S(=O)(=O)N3CCCC3)c2)ccc1O,-0.3%,-7%,·,9.2µM*,·,·,·,0.2%[50 µM],·,·,

# Random excerpt: 4 entries already listed, in no set order.
SMILES,RSV CPE inhibition,NS5 inhibitors,West Nile antiviral,Large T inhibition,CSM14.1 death rescue,WT yeast gro inh,WT yeast gro inh mutant strain,UTI89 phage lysis,Yfh1-depleted yeast,XIAP displacement,others
Cc1cc(C(=O)N/N=C/c2ccccn2)n[nH]1,1.8%,1%,0.4%,6%,2.6%,2,5,0.4%,i,-0.2%,
O=C(NCCCn1ccnc1)C(=O)NCC1OCCCN1S(=O)(=O)c1ccc(F)cc1 (stereo not drawn),0.8%,-2%,0.4%,5%,·,-7,3,-0.1%,i,-3.7%,
Cc1nc2c(C)cccn2c(=O)c1NC(=O)c1ccc2c(c1)OCO2,-0.9%,-7%,·,22%,·,·,·,0.9%[50 µM],·,·,
Cc1cc(NCCCN2CCOCC2)n2c(nc3ccccc32)c1C#N,-0.4%,-3%,0.1%,12%,2.6%,3,3,0.1%,i,-14%,
